Assay outcomes deposited in PubChem BioAssay by National Center for Advancing Translational Sciences (NCATS).
EPAC2 agonist = agonists of human EPAC2 (RAPGEF4) | Q8WZA2 | EPAC2 activation, biochemical qHTS; response scale: 100% = 6.5 mM cAMP response | Potency, µM (top dose mostly 154 µM), without a hit: at the highest dose activation, hits mostly activators | 360,000 tested, 0.079% active; further: nearly all actives have a fitted effect of over 50% in size
Target sequence (Q8WZA2 whole entry, looked up): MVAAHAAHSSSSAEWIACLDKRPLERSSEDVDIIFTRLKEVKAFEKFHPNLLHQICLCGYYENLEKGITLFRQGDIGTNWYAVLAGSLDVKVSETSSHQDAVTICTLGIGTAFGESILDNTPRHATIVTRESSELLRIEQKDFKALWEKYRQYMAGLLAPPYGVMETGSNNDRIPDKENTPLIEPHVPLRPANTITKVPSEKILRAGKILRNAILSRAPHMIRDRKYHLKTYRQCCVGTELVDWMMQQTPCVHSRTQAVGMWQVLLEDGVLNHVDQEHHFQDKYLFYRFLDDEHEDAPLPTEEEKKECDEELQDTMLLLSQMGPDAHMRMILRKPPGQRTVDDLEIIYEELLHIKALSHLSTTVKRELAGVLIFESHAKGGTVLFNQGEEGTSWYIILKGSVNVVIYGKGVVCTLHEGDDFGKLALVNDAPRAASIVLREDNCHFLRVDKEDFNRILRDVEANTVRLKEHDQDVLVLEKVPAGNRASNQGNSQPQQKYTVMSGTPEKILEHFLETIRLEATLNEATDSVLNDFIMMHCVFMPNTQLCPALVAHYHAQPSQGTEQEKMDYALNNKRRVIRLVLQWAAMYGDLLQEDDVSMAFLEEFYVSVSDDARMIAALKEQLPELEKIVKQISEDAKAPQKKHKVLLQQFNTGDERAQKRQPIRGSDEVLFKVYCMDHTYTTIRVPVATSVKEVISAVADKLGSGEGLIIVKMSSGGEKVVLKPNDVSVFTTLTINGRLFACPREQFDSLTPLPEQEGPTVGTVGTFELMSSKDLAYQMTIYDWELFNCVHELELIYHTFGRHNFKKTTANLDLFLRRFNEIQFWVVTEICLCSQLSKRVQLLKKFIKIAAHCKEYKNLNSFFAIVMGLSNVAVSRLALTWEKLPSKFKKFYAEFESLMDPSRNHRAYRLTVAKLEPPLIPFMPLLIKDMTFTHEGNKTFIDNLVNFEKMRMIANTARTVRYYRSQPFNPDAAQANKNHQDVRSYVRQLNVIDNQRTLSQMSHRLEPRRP
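Compounds were added across a concentration range to EPAC2 (100 nM), RAP1B-BODIPY-GDP (250 nM) and GDP (50 uM). After 5 min at room temperature, fluorescence was recorded at 5-min intervals for 30 min.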
aSyn yeast inh = alpha-synuclein toxicity inhibition in yeast; Yeast expressing alpha-synuclein, growth rescue, BacTiter-Glo, 24 h; 370,000 tested, 0.14% active; Potency, µM (titrated, usually from 46.1 µM), without a hit: at the highest dose growth rescue (activation), most hits filed as activators; further: % of control where 0% means no effect; nearly all actives have a fitted effect of over 65% in size
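Galactose-induced alpha-syn yeast (OD600=0.02, raffinose-pregrown) + pinned cpd, 24 hr, 30 deg C; growth by BacTiter-Glo luminescence. Growth restoration scores as activation.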
PTHR1 ag = PTHR1 (human) receptor agonism. 410,000 tested, 0.075% active. HEK293 GP2 PTHR1 cells, GloSensor cAMP luminescence, 1 h. Potency, µM (series often up to 115 µM), for inactives: top-dose activation, most hits filed as activators; further: nearly all actives have a fitted effect of over 55% in size; some results filed as inactive show a strong effect at the top dose; inactives centre near -15; many of its hits are not listed in these tables
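HEK-293-derived GP2 cells expressing PTHR1 and a GloSensor cAMP reporter, 3,000/well, plated overnight, given luciferin plus IBMX (each 0.5 mM as added) for 1 h at 37 °C, then compound for 1 h at 37 °C. Luminescence was read after 15 min at room temperature.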
EPAC2 antagonist = blocks human EPAC2 exchange factor | Q8WZA2 | EPAC2 GEF exchange of Rap1B-BODIPY-GDP, fluorescence | Potency, µM (doses to about 114 µM), for the others: top-dose activity, negative = inhibition, most hits filed as inhibitors | 360,000 tested, 0.18% active | AID 720708; further: on the % scale 0 is the no-effect control and ±100 the full control effect; nearly all actives have a fitted effect of over 45% in size; many of its hits are not listed in these tables
EPAC1 ag = agonists of human EPAC1. O95398. 360,000 tested, 0.073% active. EPAC1 agonist qHTS, biochemical assay; response scale: 100% = response to 6.5 mM cAMP. AID 720707. Potency, µM (titrated, usually from 154 µM), inactives show at the highest dose activation, usual class: activators; further: nearly all actives have a fitted effect of over 60% in size
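Normalized to 6.5 mM cAMP, activity reflects EPAC1-catalysed release of BODIPY-GDP from Rap1B, followed kinetically over 30 min at 480 nm excitation, 540 nm emission. Reaction contained 100 nM EPAC1, 250 nM Rap1B-BODIPY-GDP, 50 uM GDP.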
TDP-43 yeast inh = rescues yeast growth from TDP-43 toxicity; Potency, µM (highest dose often 46.1 µM), inactives show at the highest dose growth rescue (activation), usual class: activators; TDP-43 expressing yeast growth rescue, BacTiter-Glo, 24 h; 410,000 tested, 1.8% active; further: % of control where 0% means no effect; nearly all actives have a fitted effect of over 50% in size
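Cell-based yeast growth screen: TDP-43 expression induced in galactose, inoculum OD600=0.02 after raffinose pregrowth to mid-log. Read-out BacTiter-Glo luminescence at 24 hr, 30 deg C; inhibition of toxicity seen as signal increase.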
FUS yeast rescue = FUS proteinopathy suppression in yeast; 390,000 tested, 0.24% active; Potency, µM (series often up to 76.6 µM), for the others: at the highest dose growth rescue (activation), most hits filed as activators; S. cerevisiae FUS-expressing, growth rescue, OD600, 24 h;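 further: plate controls were DMSO vehicle for no effect and reference control for full effect; nearly all actives have a fitted effect of over 55% in size; some results filed as inactive show a strong effect at the top dose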
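Galactose (2%) drives FUS expression in yeast precultured in raffinose; seeding density OD 0.005. Test compounds incubated 24hr at 30C and 99% humidity before absorbance at 600 nm was measured.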
EPAC1 antagonist = antagonists of human EPAC1; O95398; EPAC1 GEF assay, Rap1b-BODIPY-GDP exchange fluorescence; Potency, µM (doses to about 115 µM), for the others: at the top dose activity change, negative = inhibition, actives largely listed as inhibitors; 360,000 tested, 0.14% active; AID 720709;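 further: plate controls were vehicle for no effect and positive control for full effect; nearly all actives have a fitted effect of over 50% in size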
Numbers without * were called inactive; & = joins results of further samples; [ ] = another dose, or the depositor's remark. The call rests on the fitted dose curve; in most records, active means well fitted curve in the direction sought with a large enough effect; inconclusive means small, poorly fitted or top-dose-only effect, or another doubt; inactive means no such curve, though single readings can be large; an effect the other way counts as inactive or inconclusive. Potency means the concentration at half of the fitted maximal effect. This is a subset; count on the stated rates, not on these rows.

`O=C(CCNc1cc(Cl)cc(Cl)c1)c1cccs1` gave EPAC2 agonist 23%, aSyn yeast inh -42%[inhibitor], PTHR1 ag inactive, EPAC2 antagonist -4%, EPAC1 ag inconclusive, TDP-43 yeast inh 10µM*, FUS yeast rescue -7% and EPAC1 antagonist -1%.
Screening Cc1cc(NS(=O)(=O)c2ccc(NC(=O)COc3ccc(C#N)cc3)cc2)nc(C)n1 returned EPAC2 agonist 2%, aSyn yeast inh -19%, PTHR1 ag -17%, EPAC2 antagonist -5%, EPAC1 ag -1%, TDP-43 yeast inh -6%, FUS yeast rescue 37% and EPAC1 antagonist -18%.
`N#C/C=C/N1CCN(Cc2ccc3c(c2)OCO3)CC1` gave EPAC2 agonist 3%, aSyn yeast inh 2%, PTHR1 ag -30%[inhibitor], EPAC2 antagonist 2%, EPAC1 ag 0%, TDP-43 yeast inh 15%, FUS yeast rescue 5% and EPAC1 antagonist 2%.
`C=CCN1C(=O)NC(c2ccccc2)(C(F)(F)F)S/C1=C(\C#N)c1nnc(N2CCOCC2)n1-c1ccccc1` (configuration not stated) gave EPAC2 agonist -5%, aSyn yeast inh 6%, PTHR1 ag -34%[inhibitor], EPAC2 antagonist -16%, EPAC1 ag -6%, TDP-43 yeast inh 17%, FUS yeast rescue 20% and EPAC1 antagonist -20%.
CN(C)S(=O)(=O)N(CC(=O)NCCSCc1c(F)cccc1Cl)c1ccccc1 was read as aSyn yeast inh -4%, PTHR1 ag -16%, TDP-43 yeast inh 24% and FUS yeast rescue 31%.
Screening CC(=O)N1CCN(S(=O)(=O)c2ccc(F)c(Cl)c2)CC1 returned EPAC2 agonist 10%, aSyn yeast inh 1%, PTHR1 ag inactive, EPAC2 antagonist 4%, EPAC1 ag 1%, TDP-43 yeast inh -7%, FUS yeast rescue 4% and EPAC1 antagonist 8%.
Screening CC1(C)C(=O)OC(/C=C\c2ccccc2)C(C)(C)C1=O (configuration not stated) returned EPAC2 agonist -1%, aSyn yeast inh 1%, PTHR1 ag inactive, EPAC2 antagonist -9%, EPAC1 ag -3%, TDP-43 yeast inh -3%, FUS yeast rescue -10% and EPAC1 antagonist 0%.
O=C1CC2(CCN(C(=O)c3c(F)cccc3Cl)CC2)Oc2ccccc21 was read as EPAC2 agonist 3%, aSyn yeast inh 4%, PTHR1 ag -6%, EPAC2 antagonist -1%, EPAC1 ag -4%, TDP-43 yeast inh inconclusive, FUS yeast rescue 12% and EPAC1 antagonist -14%.
`COc1ccc(/C=N/Nc2nonc2N)cc1OC` gave EPAC2 agonist -1%, aSyn yeast inh -9%, PTHR1 ag inactive, EPAC2 antagonist -5%, EPAC1 ag 2%, TDP-43 yeast inh 2%, FUS yeast rescue 23% and EPAC1 antagonist 5%.
O=C(c1cccc(C(F)(F)F)c1)N1CCCCCC1 was read as EPAC2 agonist 7%, aSyn yeast inh 2%, PTHR1 ag -54%[inhibitor], EPAC2 antagonist 5%, EPAC1 ag 4%, TDP-43 yeast inh -2%, FUS yeast rescue 0% and EPAC1 antagonist -3%.
For O=C(O)CSc1nnnn1-c1ccccc1 the results were EPAC2 agonist 2%, aSyn yeast inh 1%, PTHR1 ag -23%[57.5 µM], EPAC2 antagonist 4%, EPAC1 ag 0%, TDP-43 yeast inh -26%, FUS yeast rescue 4% and EPAC1 antagonist 10%.
CCCCN1C(=O)Cc2c1nc(N)c1c(N)nc(N(CCC)CCC)c(C#N)c21 was read as EPAC2 agonist -1%, aSyn yeast inh -3%, PTHR1 ag -17%, EPAC2 antagonist -4%, EPAC1 ag 11%, TDP-43 yeast inh -2%, FUS yeast rescue 24% and EPAC1 antagonist -1%.
Screening O=C(COC(=O)c1ccc(Cl)nc1)Nc1ccc(N2CCOCC2)cc1 returned EPAC2 agonist 3%, aSyn yeast inh -9%, PTHR1 ag -1%, EPAC2 antagonist 3%, EPAC1 ag 9%, TDP-43 yeast inh -28%, FUS yeast rescue 41% and EPAC1 antagonist -16%.
For Nc1c(NCc2ccccc2F)c(=O)[nH]c(=O)n1Cc1ccccc1 the results were EPAC2 agonist -11%, aSyn yeast inh 3%, PTHR1 ag inactive, EPAC2 antagonist -4%, EPAC1 ag 18%, TDP-43 yeast inh 14%, FUS yeast rescue -4% and EPAC1 antagonist 6%.
Screening CC(C)(C)C1=C(C#N)C(c2ccncc2)C(C#N)=C(N)O1 (configuration not stated) returned EPAC2 agonist 14%, aSyn yeast inh -1%, PTHR1 ag inactive, EPAC2 antagonist -5%, EPAC1 ag 12%, TDP-43 yeast inh -13%, FUS yeast rescue 8% and EPAC1 antagonist -9%.
`CC(C)CC1Nc2ncnc(N3CCOCC3)c2N(Cc2ccccc2)C1=O` (configuration not stated) gave EPAC2 agonist 4%&4%, aSyn yeast inh 0%&4%, PTHR1 ag -18%&-3%, EPAC2 antagonist -2%&-13%, EPAC1 ag 15%&-1%, TDP-43 yeast inh 1%&17%, FUS yeast rescue -1%&32% and EPAC1 antagonist 3%&-6%.
For O=C(CSc1ccc2ccccc2c1)Nc1ccncc1 the results were EPAC2 agonist 3%, aSyn yeast inh inconclusive, PTHR1 ag 30%[57.5 µM], EPAC2 antagonist 4%, EPAC1 ag 2%, TDP-43 yeast inh 4%, FUS yeast rescue 19% and EPAC1 antagonist 1%.
`O=c1ccc2ccc(O[C@@H]3O[C@H](CO[C@@H]4OC[C@](O)(CO)[C@H]4O)[C@@H](O)[C@H](O)[C@H]3O)cc2o1` gave EPAC2 agonist 10%, aSyn yeast inh -4%, PTHR1 ag -16%, EPAC2 antagonist 9%, EPAC1 ag 1%, TDP-43 yeast inh -1%, FUS yeast rescue -29% and EPAC1 antagonist -1%.
`CCOC(=O)C(=O)Nc1cc(Cl)ccc1C` gave EPAC2 agonist -1%, aSyn yeast inh 5%, PTHR1 ag -22%, EPAC2 antagonist -1%, EPAC1 ag 1%, TDP-43 yeast inh 14% and EPAC1 antagonist 5%.
`O=C1CCC(C(=O)OCc2cc(Cl)ccc2OC(F)F)N1` (configuration not stated) gave EPAC2 agonist -3%, aSyn yeast inh -7%, PTHR1 ag inactive, EPAC2 antagonist 8%, EPAC1 ag -5%, TDP-43 yeast inh 2%, FUS yeast rescue -6% and EPAC1 antagonist 9%.
O=C(O)CCNS(=O)(=O)c1ccccc1Br was read as EPAC2 agonist 10%, aSyn yeast inh -3%, PTHR1 ag inactive, EPAC2 antagonist 6%, EPAC1 ag -7%, TDP-43 yeast inh 13%, FUS yeast rescue -44% and EPAC1 antagonist 0%.
`CCN(c1ccccc1)S(=O)(=O)c1ccc(C(=O)N2CCOCC2)cc1` gave EPAC2 agonist 7%, aSyn yeast inh 13%, PTHR1 ag inactive, EPAC2 antagonist 2%, EPAC1 ag -2%, TDP-43 yeast inh 11%, FUS yeast rescue -2% and EPAC1 antagonist -5%.
For O=C1OCC(CO)(CO)N=C1NNc1ccc(Cl)c(Cl)c1 the results were EPAC2 agonist 8%, aSyn yeast inh inconclusive, PTHR1 ag -4%[57.5 µM], EPAC2 antagonist 13%, EPAC1 ag -1%, TDP-43 yeast inh inconclusive, FUS yeast rescue 30% and EPAC1 antagonist 18%.
N#Cc1c(N2CCOCC2)nsc1-c1ccccc1 was read as EPAC2 agonist 3%, aSyn yeast inh 7%, PTHR1 ag -12%, EPAC2 antagonist 5%, EPAC1 ag -6%, TDP-43 yeast inh inconclusive, FUS yeast rescue 10% and EPAC1 antagonist -8%.
Screening O=C(COc1ccccc1Cl)N(Cc1ccco1)C1CCS(=O)(=O)C1 (configuration not stated) returned EPAC2 agonist -3%, aSyn yeast inh -5%, PTHR1 ag inactive, EPAC2 antagonist -4%, EPAC1 ag 3%, TDP-43 yeast inh -14%, FUS yeast rescue 6% and EPAC1 antagonist -1%.
Screening COC(=O)c1cc(NC(=O)CC2SC(=Nc3ccccc3)N(CCc3c[nH]c4ccccc34)C2=O)cc(C(=O)OC)c1 (configuration not stated) returned EPAC2 agonist 2%, aSyn yeast inh -2%, PTHR1 ag inactive, EPAC2 antagonist 0%, EPAC1 ag -4%, TDP-43 yeast inh 6%, FUS yeast rescue inconclusive and EPAC1 antagonist -5%.
COc1cc(C(=O)O/N=C(\N)c2ccc([N+](=O)[O-])cc2)cc(OC)c1OC was read as EPAC2 agonist 11%, aSyn yeast inh -4%, PTHR1 ag inactive, EPAC2 antagonist -7%, EPAC1 ag 9%, TDP-43 yeast inh 15%, FUS yeast rescue 13% and EPAC1 antagonist -4%.
For Cc1ccc(NC(=O)C(C)SCc2nc3sc(C)c(C)c3c(=O)[nH]2)nc1 (configuration not stated) the results were EPAC2 agonist 5%, aSyn yeast inh -5%, PTHR1 ag -8%, EPAC2 antagonist 12%, EPAC1 ag 5%, TDP-43 yeast inh -15%, FUS yeast rescue 17% and EPAC1 antagonist -6%.
`Cc1onc(C(=O)NN)c1C(=O)N1CCN(C(c2ccccc2)c2ccccc2)CC1` gave EPAC2 agonist -2%, aSyn yeast inh 8%, PTHR1 ag -5%, EPAC2 antagonist 1%, EPAC1 ag -6%, TDP-43 yeast inh -1%, FUS yeast rescue 13% and EPAC1 antagonist 4%.
For CCc1nn(-c2ccccc2)c(N)c1C#N the results were EPAC2 agonist -1%, aSyn yeast inh 0%, PTHR1 ag inactive, EPAC2 antagonist 10%, EPAC1 ag -2%, TDP-43 yeast inh -3%, FUS yeast rescue 5% and EPAC1 antagonist 7%.
For Cc1ccnc(NC(=O)Cc2ccc(F)cc2)n1 the results were EPAC2 agonist 11%, aSyn yeast inh -1%, PTHR1 ag -8%, EPAC2 antagonist 4%, EPAC1 ag 2%, TDP-43 yeast inh -8%, FUS yeast rescue 5% and EPAC1 antagonist 5%.
Oc1ccc2ccccc2c1CN1CCCC1 was read as EPAC2 agonist 6%, aSyn yeast inh 13%, PTHR1 ag inactive, EPAC2 antagonist 11%, EPAC1 ag 3%, TDP-43 yeast inh 19%, FUS yeast rescue 2% and EPAC1 antagonist 0%.
Cc1cc(C)n(C(=O)c2ccc([N+](=O)[O-])cc2N)n1 was read as EPAC2 agonist -8%, aSyn yeast inh -5%, PTHR1 ag -8%, EPAC2 antagonist 13%, EPAC1 ag -1%, TDP-43 yeast inh 0%, FUS yeast rescue 0% and EPAC1 antagonist 12%.
